# Screens as filed in PubChem.
# Tau fibril FP = qHTS for Inhibitors of Tau Fibril Formation, Fluorescence Polarization; K18 P301L tau heparin fibrillization, Alexa594 FP, 6 h; Potency, µM (series often up to 57.7 µM), without a hit: top-dose activity, negative = inhibition, most hits filed as inhibitors; Microtubule-associated protein tau (Homo sapiens), P10636; 0.39% of 280,000 active; AID 1468, 2008; also: % is scaled to controls: 0 for no effect and ±100 for the full control effect; nearly all actives have a fitted effect of over 55% in size
#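 Human tau K18 […] P301L fragment, 15 uM unlabeled plus 0.24 uM Alexa 594-labeled tau (final), with compound and 20 uM heparin in 100 mM sodium acetate pH 7; 6 hr at 37 C, then Alexa 594 FP read.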
# TR SRC2 fluor cs = Total Fluorescence Counterscreen for Inhibitors of the Interaction of Thyroid Hormone Receptor and Steroid Receptor Coregulator 2. TRb/SRC2 Texas Red total fluorescence interference. Potency, µM (titrated, usually from 106 µM), for inactives: at the highest dose fluorescence change, negative = quenching. 0.29% of 280,000 active; active = well fitted curve in either direction with a large enough effect; inconclusive = small, poorly fitted or top-dose-only effect; also: % is scaled to controls: 0 for no effect and ±100 for the full control effect
#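 Human TRb ligand-binding domain at 0.6 uM with 20 nM Texas Red SRC2 peptide in Tris buffer containing 1 uM T3 and 5% DMSO, incubated with compound 5 h at ambient temperature. Total fluorescence (555/632 nm) calculated as parallel + 2 × perpendicular.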
# Tau fibril ThT = qHTS for Inhibitors of Tau Fibril Formation, Thioflavin T Binding; recombinant tau K18 P301L, heparin-induced fibrillization, ThT fluorescence; 2.1% of 270,000 active; AID 1460, 2008; Potency, µM (titrated, usually from 57.4 µM), inactives show at the highest dose activity, negative = inhibition, most hits filed as inhibitors; also: % is scaled to controls: 0 for no effect and ±100 for the full control effect; nearly all actives have a fitted effect of over 55% in size
#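 Tau K18 P301L fragment (15 uM unlabeled plus 0.24 uM Alexa 594-labeled) in 100 mM sodium acetate pH 7 with compound, fibrillization induced by 20 uM heparin for 6 hr at 37 C. Thioflavin T (30 uM) added, fluorescence read after 1 hr (ex 450, em 510 nm).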
# TRb-SRC2 inh = qHTS for Inhibitors of the Interaction of Thyroid Hormone Receptor and Steroid Receptor Coregulator 2; TRbeta-SRC2 peptide binding, fluorescence polarization; receptor liganded with 1 µM T3; Thyroid hormone receptor beta (Homo sapiens), P10828; 0.065% of 280,000 active; Potency, µM (series often up to 106 µM), without a hit: top-dose activity change, negative = inhibition, actives largely listed as inhibitors; AID 1469, 2008;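 also: plate controls were bound peptide for no effect and peptide without receptor for full effect; nearly all actives have a fitted effect of over 50% in size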
# Target sequence (P10828 whole entry, looked up): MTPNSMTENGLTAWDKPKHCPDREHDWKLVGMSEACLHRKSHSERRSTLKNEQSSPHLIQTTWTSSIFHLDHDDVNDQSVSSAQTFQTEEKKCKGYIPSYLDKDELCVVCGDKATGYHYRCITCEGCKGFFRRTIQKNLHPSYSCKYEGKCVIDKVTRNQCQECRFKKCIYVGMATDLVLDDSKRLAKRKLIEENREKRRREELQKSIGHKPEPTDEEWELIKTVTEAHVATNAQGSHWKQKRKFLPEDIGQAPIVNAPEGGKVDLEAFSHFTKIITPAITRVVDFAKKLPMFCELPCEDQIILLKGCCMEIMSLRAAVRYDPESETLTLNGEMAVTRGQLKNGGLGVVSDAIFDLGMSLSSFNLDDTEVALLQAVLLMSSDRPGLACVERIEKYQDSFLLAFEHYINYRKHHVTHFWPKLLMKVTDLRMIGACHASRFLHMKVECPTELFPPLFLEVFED
#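 Quantitative HTS by FP: 0.6 uM TRb LBD, 20 nM labeled SRC2 20-mer, 1 uM T3, 5% DMSO; 5 hr ambient incubation; % activity per concentration and potencies from concentration series.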
# HTT ATP protect = qHTS Multiplex Assay to Identify Dual Action Probes in a Cell Model of Huntington: Cytoprotection (ATP); Potency, µM (top dose mostly 56.4 µM), inactives show cytoprotection (ATP increase), actives largely listed as activators; AID 1471, 2008; 0.14% of 230,000 active; PC12 HTT-Q103 induced, cytoprotection, ATP luminescence, 40 h;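 also: % of control where 0% means no effect; nearly all actives have a fitted effect of over 45% in size; toxic huntingtin expression switched on by the ecdysone agonist tebufenozide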
#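 Huntington model: PC12 line, ecdysone-inducible HTTQ103 exon1–GFP, tebufenozide 100 nM. Test articles in a dose series. Endpoint luminescence from cellular ATP.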
# RECQ1 helicase = qHTS Assay for Inhibitors of RecQ-Like Dna Helicase 1 (RECQ1). ATP-dependent DNA helicase Q1 (Homo sapiens), P46063. RECQ1 DNA unwinding, red fluorescence kinetic read. Potency, µM (titrated, usually from 57.3 µM), inactives show top-dose activity, negative = inhibition, most hits filed as inhibitors. 0.54% of 240,000 active. AID 2549, 2010;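 also: plate controls were vehicle for no effect and no enzyme for full effect; nearly all actives have a fitted effect of over 30% in size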
# Target sequence (P46063 whole entry, looked up): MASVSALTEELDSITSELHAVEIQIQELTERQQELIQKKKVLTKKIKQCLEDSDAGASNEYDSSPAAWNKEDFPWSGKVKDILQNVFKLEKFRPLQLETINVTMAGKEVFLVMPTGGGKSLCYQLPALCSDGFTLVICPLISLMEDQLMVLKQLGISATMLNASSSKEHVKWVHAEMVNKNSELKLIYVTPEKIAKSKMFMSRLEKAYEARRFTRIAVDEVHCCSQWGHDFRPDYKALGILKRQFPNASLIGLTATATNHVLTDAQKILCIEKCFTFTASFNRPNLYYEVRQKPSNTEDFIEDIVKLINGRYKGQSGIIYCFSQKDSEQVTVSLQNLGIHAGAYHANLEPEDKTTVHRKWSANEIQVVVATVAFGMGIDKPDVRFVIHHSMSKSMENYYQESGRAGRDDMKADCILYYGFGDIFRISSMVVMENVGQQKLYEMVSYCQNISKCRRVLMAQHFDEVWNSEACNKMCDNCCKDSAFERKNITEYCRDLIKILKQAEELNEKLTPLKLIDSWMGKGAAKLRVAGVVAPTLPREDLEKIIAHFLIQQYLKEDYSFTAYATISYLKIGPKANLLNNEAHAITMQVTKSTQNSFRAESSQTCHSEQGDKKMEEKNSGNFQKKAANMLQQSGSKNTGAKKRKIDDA
#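 50 nM RECQ1T1 preincubated 15 min with compound in Tris pH 8.0 buffer with MgCl2, DTT, Tween-20 and 2.5 ug/ml poly(dI-dC); started with 200 nM TAMRA/BHQ-2 forked duplex and 2 mM ATP. Unwinding read as fluorescence (525/598 nm), two reads 2 h apart.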
# Tau fluor counter = Counterscreen qHTS for Inhibitors of Tau Fibril Formation, Fluorescence Polarization | 0.93% of 280,000 active | tau K18 P301L Alexa594 fluorescence, heparin fibrillization | Potency, µM (doses to about 57.7 µM), inactives show top-dose activity change, negative = decrease | AID 1463, 2008; also: % is scaled to controls: 0 for no effect and ±100 for the full control effect; nearly all actives have a fitted effect of over 55% in size
#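 Human tau K18 P301L (15 uM unlabeled, 0.24 uM Alexa 594-labeled) in 100 mM sodium acetate pH 7 with 20 uM heparin, 6 hr at 37 C. ThT 30 uM added, 1 hr ambient; Alexa 594 FP and total fluorescence read at 555/632 nm.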
# L3MBTL1 block = qHTS Assay for the Inhibitors of L3MBTL1. AlphaScreen L3MBTL1–H3K9me1 peptide binding. Potency, µM (top dose mostly 57.1 µM), for inactives: top-dose activity, negative = inhibition, usual class: inhibitors. 0.66% of 230,000 active; also: % is scaled to controls: 0 for no effect and ±100 for the full control effect; nearly all actives have a fitted effect of over 60% in size
#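 First, the protein-peptide complex forms for 30 min at room temperature (L3MBTL1 50 nM, biotinylated H3K9me1 peptide 75 nM). Next, compounds are pin-transferred and incubated 30 min. Finally, AlphaScreen beads are added and read after 30 min.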
# * hit, by the source's call; i = inactive; ? = inconclusive; . = no result given; & = joins results of further samples; [ ] = remark or other dose. Unless noted, calls follow the shape of the dose curve; as a rule, active = well fitted curve in the direction sought with a large enough effect; inconclusive = small, poorly fitted or top-dose-only effect, or another doubt; inactive = no such curve, though single readings can be large; an effect the other way counts as inactive or inconclusive. Potency is read from the fitted curve at half-maximal effect.
# The opening 3 records, ahead of the listing:
mol	Tau fibril FP	TR SRC2 fluor cs	Tau fibril ThT	TRb-SRC2 inh	HTT ATP protect	RECQ1 helicase	Tau fluor counter	L3MBTL1 block
COc1ccc(CNC(=O)C2CCN(C(=O)N3CCOc4ccc(C)cc43)CC2)cc1	1.8%&-5.6%	?	-1.9%&-15.5%	3.4%&-3.0%	-52.3%[inhibitor]	-8.9%	-3.3%&-19.7%	-0.4%
CCOC(=O)C1=C(CC)Nc2ccccc2N/C1=N\S(=O)(=O)c1cc(Br)ccc1Br	1.6%	0.6%	?	-0.4%	-29.2%	-8.9%	-15.4%	.
CCOC(=O)c1sc(NC(=O)CNCc2ccccn2)c(C(=O)OCC)c1C	-5.2%	-7.4%	?	-3.5%	16.3%[10 µM]	-12.3%	-20.9%	-17.7%

# Results, previewed entries included:
mol	Tau fibril FP	TR SRC2 fluor cs	Tau fibril ThT	TRb-SRC2 inh	HTT ATP protect	RECQ1 helicase	Tau fluor counter	L3MBTL1 block
COc1ccc(CNC(=O)C2CCN(C(=O)N3CCOc4ccc(C)cc43)CC2)cc1	1.8%&-5.6%	?	-1.9%&-15.5%	3.4%&-3.0%	-52.3%[inhibitor]	-8.9%	-3.3%&-19.7%	-0.4%
CCOC(=O)C1=C(CC)Nc2ccccc2N/C1=N\S(=O)(=O)c1cc(Br)ccc1Br	1.6%	0.6%	?	-0.4%	-29.2%	-8.9%	-15.4%	.
CCOC(=O)c1sc(NC(=O)CNCc2ccccn2)c(C(=O)OCC)c1C	-5.2%	-7.4%	?	-3.5%	16.3%[10 µM]	-12.3%	-20.9%	-17.7%
CC(Sc1nc(O)c(-c2ccccc2)c(=O)[nH]1)C(=O)Nc1ccc(Cl)cc1 (stereo unspecified)	1.7%	-0.7%	?	-2.5%	-22.2%[10 µM]	4.7%	-12.5%	5.3%
CC(Sc1nc2ccccc2s1)C(=O)Nc1ccc2c(c1)OCO2 (stereo unspecified)	6.9%	2.6%[53 µM]	?	4.5%[53 µM]	-5.6%[10 µM]	-6.8%	-25.3%	-12.7%
O=C(N=C1c2ccccc2CN1c1ccc(F)cc1)c1ccc(Cl)nc1	3.1%	1.6%	?	-16.0%	14.6%[10 µM]	4.4%	-15.8%	1.1%
O=C(Cn1c(=O)c(=O)n(Cc2ccccc2)c2ccc(Cl)cc21)Nc1cccc(F)c1	-4.7%	-0.6%	-17.3%	-12.5%	-10.0%[10 µM]	-5.2%	-16.7%	?
OCCN1CCN(C(=S)NC2CCCC2)CC1	-8.4%	-3.3%	-7.1%	-1.6%	.	i	-1.4%	-3.0%
Cc1nn(CC(=O)Nc2ccc(S(=O)(=O)N(C)C)cc2)c(C)c1[N+](=O)[O-]	0.5%	4.4%	-4.7%	3.6%	0.1%[1.9 µM]	-7.8%	-8.2%	11.5%
CCOC(=O)c1ccc(COc2nc3ccccc3nc2-c2ccccc2NC(C)=O)o1	-5.5%	0.1%	7.5%	-0.1%	3.0%[10 µM]	-9.9%	0.9%	-6.5%
CCOC(=O)C12CC1/C(=N/O)c1ccccc1O2 (stereo unspecified)	-9.9%	1.2%	-5.8%	-1.2%	.	-9.3%	-10.4%	.
CCOC(=O)N1CCC(NC(=O)c2cc(C(=O)Nc3cccc(OC)c3)ccc2CO)CC1	5.6%	-1.1%	-6.7%	-2.5%	-10.1%	i	-3.5%	.
CC1=CC(C)(C)N(S(=O)(=O)c2ccc(C)cc2)c2ccc(C)cc21	6.2%	-1.8%	-19.3%	2.8%	-96.2%[inhibitor]	-8.9%	-20.6%	.
CC(C)Cn1c(N)c(C(=O)COC(=O)c2ccccc2F)c(=O)n(C)c1=O	-8.8%	-2.5%	-8.9%	2.4%	10.7%[10 µM]	-5.1%	-8.2%	1.3%
Cc1ccc(-c2noc(CSc3nnc(Cc4cccs4)n3-c3ccccc3)n2)cc1	-10.2%	0.0%	?	-7.5%	9.7%[10 µM]	-8.7%	-21.1%	1.8%
O=c1nc2s/c(=C\c3ccco3)c(=O)n2nc1Cc1ccccc1	?	?	?	-21.3%	-17.7%	5.01µM*	?	.
O=C(CN(C(=O)CCC(=O)Nc1ccccn1)c1ccc2c(c1)OCCO2)NCCc1ccccc1	1.4%	-4.3%	-0.9%	4.8%	-10.7%	-3.3%	4.6%	10.3%
C/C(=N\Nc1cccc(C(=O)O)c1)c1cc2ccccc2o1	11.3%	-7.8%	?	3.3%	-35.4%	i	-19.8%	-17.7%
CC(=O)Nc1ccc(S(=O)(=O)N(C)CC(=O)OCC(=O)Nc2ccc3c(c2)OCO3)cc1	0.1%	-2.5%[53 µM]	5.2%	-6.5%[53 µM]	?	4.1%	-0.1%	7.3%
COc1ccccc1N(CC(=O)N1CCC(C)CC1)S(=O)(=O)c1ccc(C)cc1	1.6%	1.0%	-1.3%	1.8%	.	.	-1.6%	.
COc1cccc(-n2cc(CN(C)Cc3nc(Cc4ccccc4)no3)cn2)c1	-5.9%	2.4%	-14.7%	-1.3%	10.2%[10 µM]	i	-18.2%	3.5%
COc1ccc(C(=O)O)cc1S(N)(=O)=O	0.4%	-4.6%	-5.1%	-5.6%	-14.7%[10 µM]	6.5%	-2.4%	-1.3%
CC(NC(=O)COC(=O)CC(c1ccccc1)c1ccccc1)c1ccccc1 (stereo unspecified)	10.7%	-1.9%	-12.4%	-4.7%	25.0%[10 µM]	-3.2%	-5.3%	9.1%
COc1cc(OC)c(NC(=O)CCc2c(C)nc3ncnn3c2C)cc1Cl	4.2%	-2.4%	-4.1%	-3.6%	.	.	-8.6%	.
NC(=O)NCCN1CCN(c2ncc(C(F)(F)F)cc2Cl)CC1	-1.9%	-1.4%	-1.7%	6.1%	-41.0%[inhibitor]	-15.9%	0.7%	2.8%
CCc1ccc(N2C(=O)N(CC(=O)C(C)(C)C)c3ccccc3S2(=O)=O)cc1	-7.2%	-3.7%	6.7%	-5.0%	.	.	-20.5%	.
COc1ccc(-n2c(=O)c3ccc(C(=O)NCc4ccc(C)cc4)cc3n(Cc3ccc(F)cc3Cl)c2=O)cc1	-9.5%	-1.3%	5.4%	-4.9%	.	.	-1.7%	.
Cc1nn(-c2ccccc2)c(C)c1C=O	-10.8%	-0.8%	-6.9%	5.8%	14.3%[10 µM]	-1.9%	-14.7%	4.0%
COc1ccc(OC)c(NC(=O)C(=O)NCc2ccncc2)c1	-8.4%	-2.9%	-0.8%	5.6%	7.9%[10 µM]	-1.8%	-3.9%	8.4%
O=C(O)c1ccccc1-n1c2ccccc2c2ccccc21	1.8%	-1.9%	-6.2%	2.2%	-1.4%[10 µM]	-3.7%	2.3%	-0.4%

# (further entries)
mol	Tau fibril FP	TR SRC2 fluor cs	Tau fibril ThT	TRb-SRC2 inh	HTT ATP protect	RECQ1 helicase	Tau fluor counter	L3MBTL1 block
C/C(CCN1CCCCc2nc(C)c(C)cc21)=N\OC[C@@H](C)[C@H](OCc1ccccc1)C(C)C	2.9%[11.6 µM]	-0.2%[11.2 µM]	0.2%[11.5 µM]	-4.4%[11.2 µM]	-11.5%[10 µM]	12.3%[11.5 µM]	-4.6%[11.6 µM]	.
Oc1ccc(Br)cc1-c1cc(-c2ccc(Cl)cc2)n[nH]1	?	-1.8%	?	13.1%	-37.6%	-10.4%	?	.
CCCNC(=O)c1ccc2c(=O)c(O)c(-c3cccc(Br)c3)[nH]c2c1	15.2%	-2.0%	-5.1%	7.4%	-23.3%[10 µM]	11.3%	-15.1%	.
CCOC(=O)/C=c1\s/c(=C\c2ccc(C#N)cc2)c(=O)n1CC(=O)NCc1ccco1	?	-0.1%	-0.8%	3.1%	.	0.6%	-7.4%	3.4%
CCOC(=O)N1CCN(C(=O)CSc2nnc(Cn3c(=O)sc4ccccc43)n2C)CC1	5.2%	-0.7%	-3.4%	2.8%	-20.7%	-2.0%	1.2%	15.2%
Cc1nnc(SCC(=O)Nc2ccc(Br)cc2)[nH]c1=O	-2.4%	44.7µM*[quencher]	10.9%	-16.8%[53 µM]	.	.	-4.4%	.
COc1ccc(/C=N/NC(=O)c2cc(C34CC5CC(CC(C5)C3)C4)[nH]n2)cc1O	1.9%	-1.8%	?	4.9%	14.9%[10 µM]	-14.0%	?	-5.6%
COc1ccc(C2C(C(=O)N3CCN(c4ccccn4)CC3)CCC(=O)N2c2ccc(OC)cc2)cc1 (stereo unspecified)	4.9%	0.9%	-6.1%	0.6%	-24.7%	24.4%	-2.5%	?
COc1ccc(CCN(C)c2ccc(S(=O)(=O)N3CCCC3)cc2[N+](=O)[O-])cc1OC	12.3%	6.4%	-17.5%	-6.6%	27.5%[1.9 µM]	-0.8%	-19.1%	-4.6%
CCc1ccc(NC(=O)c2ccc3c(=O)n4nc(Nc5ccccc5C)sc4nc3c2)cc1	-17.6%	-3.1%	-5.5%	0.1%	.	.	-14.0%	.
Cc1ccc2c(=O)cc(C(=O)NCc3ccccc3)oc2c1	0.9%	-11.9%	4.0%	-0.9%	.	.	-4.6%	.
S=C(NCc1ccccn1)Nc1ccc(Cl)cc1	6.0%	-4.3%	-9.4%	-2.6%	-7.0%	-2.8%	-8.8%	-3.0%
CCC1Oc2ccccc2N(CC(=O)NCc2ccco2)C1=O (stereo unspecified)	-8.1%	-2.2%	-17.2%	-2.6%	6.1%[10 µM]	-1.3%	-14.9%	-11.2%

# These rows are one share of the data. The share of hits here may be higher or lower than overall.
